Screening results (PubChem)
hgDAF12 agonist = activates the H. glycines DAF-12 receptor ligand-binding domain; HEK293 GAL4-hgDAF12 UAS-luciferase reporter, agonist luminescence; normalized to butyrate control; activation, % at 6.8 µM; 1.8% of 370,000 active;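 active = activation above a cutoff set at the mean of all screened compounds plus 3 SD, cut at about 10% in these data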;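 also: 0% = DMSO wells and 100% = sodium butyrate wells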
DAX1 inh-1 = inhibitors of human orphan nuclear receptor DAX1 (NR0B1); HEK293 Gal4-DAX1 luciferase reporter, luminescence; P51843; AID 504766; 0.99% of 340,000 active; inhibition, % at 6.75 µM;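 active = inhibition above the mean over all tested compounds plus 3 SD, cut at about 4.2% in these data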;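 also: 0% = DAX1-transfected cells with DMSO and 100% = empty-vector control cells with DMSO; inhibition shows as a rise in luminescence from relieved DAX1 repression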
SMARCA2 activ = increases SMARCA2 function in MMTV reporter cells | MG213 cells, MMTV-luciferase reporter, dexamethasone, overnight | activation, % at 9.1 µM | 1% of 370,000 active | AID 652017; in the data active = activation above about 7.8%;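 also: 0% = vehicle wells and 100% = reference activator wells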
ADAM17 inh = inhibits human ADAM17 | 0.83% of 370,000 active | recombinant ADAM17, EDANS/DABCYL FRET peptide cleavage | P78536 | inhibition, % at 6.95 µM;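 active = inhibition above the mean of compounds lying between control limits plus 3 SD, set per campaign, cut at about 8.5% in these data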;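 also: 0% = DMSO-only wells as the low control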
hcDAF12 agonist = activators of H. contortus DAF-12 nuclear receptor. HEK293 hcDAF-12 lit1-tk-luc reporter, luminescence; 0% DMSO, 100% Δ7-dafachronic acid. activation, % at 6.8 µM. 1.4% of 370,000 active. AID 652067;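 active = activation above the mean of all tested compounds plus 3 SD, cut at about 5.5% in these data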;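 also: 100% = response to 3 µM Δ7-dafachronic acid high control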
PLCg1 inh = PLC-gamma1 (human) inhibition, primary screen; P19174; inhibition, % at 12.2 µM; purified PLC-gamma1, fluorogenic substrate, fluorescence; 0.84% of 370,000 active; in the data active = inhibition above about 9.5%
NR1D1 modulator = modulates human Rev-erb alpha binding to DNA; P20393; Rev-erbα–FITC-DNA binding, fluorescence polarization, 90 min; activity, % at 10 µM; 0.79% of 370,000 active; AID 1259318;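 active = activity above about 14%, limit read from the data; passing the limit was not always enough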;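 also: 0% = DMSO wells with 35 nM protein and 100% = DMSO wells with 750 nM protein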
MBD2 DNA inh = inhibitors of human MBD2 binding to methylated oligonucleotide; Q9UBB5; TR-FRET; inhibition, % at 4.4 µM; 0.31% of 370,000 active; AID 686964; in the data active = inhibition above about 13%
PLCb3 inh = blocks human PLC-beta3 enzyme activity | Q01970 | Purified PLC-beta3, fluorogenic substrate, fluorescence | inhibition, % at 12.2 µM | 0.18% of 370,000 active | AID 720704; in the data active = inhibition above about 11%;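 also: 0% = median of compound wells on plate and 100% = full blocker control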
ssDAF12 agonist = activators of S. stercoralis DAF-12 nuclear receptor; HEK293 ssDAF-12/GRIP1 lit1-tk-luc reporter, luminescence; % of 3 µM dafachronic acid response; AID 652126; 1% of 370,000 active; activation, % at 6.8 µM;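 active = activation above the mean over all tested compounds plus 3 SD, cut at about 0.9% in these data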;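 also: 0% = DMSO-only wells and 100% = 3 µM delta7-dafachronic acid wells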
DAX1 inh-2 = blocks DAX1 repression of SF-1 activated StAR promoter | AID 652010 | 1.1% of 370,000 active | inhibition, % at 6.8 µM | HEK293T StAR-luciferase reporter, SF-1/DAX-1 repression relief;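 active = inhibition above the mean over all tested compounds plus 3 SD, cut at about 3.6% in these data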;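 also: 0% = DAX-1 cells with DMSO and 100% = cells lacking DAX-1 with DMSO; higher inhibition means more luminescence from relief of DAX-1 repression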
The depositor's hits bear a star; . = no result given. Compounds as they come (roughly 7.4% active in at least one column).

canonical_smiles	hgDAF12 agonist	DAX1 inh-1	SMARCA2 activ	ADAM17 inh	hcDAF12 agonist	PLCg1 inh	NR1D1 modulator	MBD2 DNA inh	PLCb3 inh	ssDAF12 agonist	DAX1 inh-2
CCCCCc1ccc(-c2ccc(OCC)cc2)nc1	-0.2	-0.5	-3	-6	0.4	8	-1	8	-6	-1.9	0.6
CCOc1ccc(Br)cc1S(=O)(=O)Nc1cccc(S(=O)(=O)N2CCOCC2)c1	-3.1	-0.2	-3	1	-1.5	4	7	6	-10	-0.6	0.9
COc1cc(/C=C/C(=O)OCC(=O)NC(=O)NC2CCCC2)ccc1OCC#N	-2.4	0.9	-4	-22	-1.0	-42	-2	1	-49	-0.4	-0.8
CC(=O)Nc1cc(-c2cccc(C(=O)NCCN(C)C)c2)cn2c(-c3ccc(F)c(Cl)c3)cnc12	4.6	.	1	-2	-0.2	-13	-2	-2	-14	-1.0	0.4
O=C(NCCCN1CCOCC1)c1ccc2nc(Cc3cccc(Cl)c3)oc2c1	-1.5	0.5	-1	-1	-1.8	-1	-1	-1	-7	0.3	1.1
COc1cc(Cl)c(C)cc1NC(=O)CSc1ccccc1	3.8	-0.2	0	3	0.0	-2	0	0	-3	-1.8	-0.2
CC(=O)N1CCN(Cc2nc3cc(Cl)ccc3c(=O)[nH]2)CC1	-2.5	-0.6	-2	1	-2.2	-1	2	-4	-9	-1.3	0.1
Cc1nc2sc(C(c3cccc(F)c3)N3CCCC(C)C3)c(O)n2n1 (centres undefined)	-1.6	-0.5	-2	-6	0.2	0	0	-2	0	-1.1	-0.7
CCOC(=O)CSc1nc(N)nc(C)c1Cl	0.5	0.0	-1	2	-0.1	3	-1	0	0	-1.8	0.4
CSc1ccccc1NC(=O)Cn1c([N+](=O)[O-])cnc1C	-1.2	-0.7	-2	0	0.9	2	-1	3	-1	-0.8	0.1
CC(C)C[C@H](NC(=O)[C@@H]1O[C@H]1C(=O)O)C(=O)NCCCCN=C(N)N	-0.8	0.4	-1	-3	0.0	-1	-2	-1	3	-1.0	-0.8
CN(C(=S)NC(=O)/C=C/c1ccc(F)cc1)C1CCCCC1	-0.7	0.2	-3	2	-3.5	3	-2	3	1	-0.9	-0.5
Nc1ncc(Br)cc1S(=O)(=O)NCCC(=O)N1CCN(c2ccccn2)CC1	-1.1	-0.4	0	0	-0.8	4	-4	1	5	-1.3	-0.4
CC(O)(c1cccc(F)c1)c1nc(-c2ccc3c(c2)OCO3)cs1 (centres undefined)	-1.0	.	-1	1	0.0	2	1	5	-5	-0.8	-1.1
COc1cccc(/C=C2\SC(=S)N(C(C(=O)O)c3ccccc3)C2=O)c1OC (centres undefined)	7.0	0.8	-2	-2	-0.4	-10	-3	-6	-23	-1.3	-0.2
CCc1noc(C)c1C(=O)Nc1ccc(C(F)(F)F)cc1	-1.2	-0.5	-1	7	-1.9	0	4	0	-6	-0.9	-1.2
C/C(=N/NS(=O)(=O)c1ccc(Br)cc1)c1cccc(NC(=O)C2CC2)c1	-1.6	-0.2	-1	-2	-0.4	-2	-1	1	-4	-1.2	0.6
Nc1nc2c(ncn2C2CCCC2)c(=O)[nH]1	0.2	-0.4	-5	-1	-0.8	3	3	6	-1	-0.8	-1.1
N#Cc1ccc(C(C(=O)NCc2ccccc2)n2c(=O)c(-c3ccco3)nc3ccccc32)cc1 (centres undefined)	-3.4	.	-1	-57	1.2	-100	1	-5	-152	-0.3	2.0
CN(Cc1ccco1)C(=O)C1CCC(=O)N(CCc2cccc(F)c2)C1 (centres undefined)	0.7	-0.1	-1	-4	-0.8	1	3	5	-1	-1.1	-0.6
COc1ccc(Nc2nc(N)nc(CSc3nnc(N)s3)n2)cc1	3.6	0.6	6	-8	1.7	-1	0	4	3	0.2	0.5
O=C(Nc1cccc(Cl)c1)c1cccc(N2C(=O)C3CC=CCC3C2=O)c1 (centres undefined)	-0.6	-1.3	-3	-1	-2.1	-1	7	0	-9	-0.9	0.3
Oc1ccc(NCc2cccc(OCc3ccc(F)cc3)c2)cc1	3.1	0.0	0	0	-0.3	-10	-3	-7	-20	-1.6	-0.2
CCC(CO)Oc1cc(NCc2ccc(OC)cc2)c2ncn(C(C)C)c2c1 (centres undefined)	-2.4	3.1	2	0	-0.9	-3	8	0	-2	-1.3	0.2
COC[C@H]1CCCN1c1cccc2c1S(=O)(=O)N(C1CC1)CC[C@@H](C)O2	7.1	.	-3	-8	-3.1	-5	-1	2	-9	-1.5	-0.3
CC(C)C1C(=O)N(Cc2cn(Cc3ccco3)nn2)CCS(=O)(=O)N1Cc1ccc(-c2cccc(N(C)C)c2)cc1 (centres undefined)	-2.3	-0.9	-2	-4	-1.4	-14	-6	-7	-22	-1.6	2.7
CCS(=O)(=O)N1CCC(C(=O)NCc2cccc(OC)c2)CC1	-1.9	1.6	-1	-5	0.1	-1	6	0	1	-1.4	-0.1
COc1cccc(N2CCN(C(=O)CCC(=O)c3ccc(Cl)s3)CC2)c1	1.5	1.1	-2	-1	-0.3	-3	3	-1	-9	-0.9	-1.2
O=C(CC(O)(c1ccccc1)C(F)(F)C(F)F)c1cccs1 (centres undefined)	1.4	1.1	-1	0	-1.6	6	0	-1	-3	-1.4	0.0
COC(=O)C(CN)CN1C(=O)c2ccccc2C1=O (centres undefined)	-0.4	.	-1	0	-2.2	4	7	-5	0	-1.2	-0.1
CCn1c(SCC(=O)Nc2cccc(F)c2)nc2c(c1=O)SC(C)C2 (centres undefined)	-2.4	0.2	0	2	-0.5	2	-7	-1	3	-1.9	-0.4
Cc1ccc(C(=O)NC(C(=O)Nc2ccccc2)c2ccccc2)cc1 (centres undefined)	1.4	-0.5	-1	0	-2.1	-1	-1	3	-4	-1.7	0.1
COc1ccc(OC)c(NC(=O)C23CCC(C)(C(=O)C2)C3(C)C)c1 (centres undefined)	0.1	0.3	1	3	-0.1	6	0	1	5	-0.8	0.4
COc1ccccc1C1=NOC(C)(c2sc(-c3ccc(Cl)cc3)nc2C)C1 (centres undefined)	-1.1	0.6	2	-4	-1.6	0	1	-5	-1	-1.0	-0.2
COc1cccc(C2N(Cc3ccccc3)C(=O)C2(F)F)c1OC (centres undefined)	-2.8	0.6	-2	2	-1.4	3	11	-6	-4	-1.7	0.2
CCn1cc(/C=C(\NC(=O)c2ccc(C)cc2)C(=O)NCCN2CCOCC2)c2ccccc21	4.4	0.1	-3	1	1.3	-2	3	-11	-15	-0.7	0.1
COc1ccc(/C(O)=C2\C(=O)C(=O)N(CCN(C)C)C2c2cccc(OC)c2OC)cc1 (centres undefined)	1.5	1.4	9.6*	0	-0.3	0	1	-1	-1	-1.4	-0.6
CCOC(=O)N1CCN(C(=O)C(NC(=O)c2ccc(CC)cc2)C(C)C)CC1 (centres undefined)	-0.5	-1.0	-3	-1	-1.7	2	-1	1	2	-1.6	-0.9
C[C@@H]1ON(C)[C@H]2C[C@H]3c4[nH]c5c(-c6ccccc6)cccc5c4CCN3C(=O)[C@@H]12	0.9	.	2	-159	-0.6	-259	4	-1	-329	-1.3	-0.1
Cc1cccnc1NC(=O)CCNC(=O)c1ccccc1Cl	-2.9	1.5	-1	0	-0.4	0	-1	-4	-2	-1.1	-0.8

Single records, as listed above.
Cc1ccc(C(=O)NC(C(=O)Nc2ccccc2)c2ccccc2)cc1 (centres undefined) is listed as hgDAF12 agonist = 1.4; DAX1 inh-1 = -0.5; SMARCA2 activ = -1; ADAM17 inh = 0; hcDAF12 agonist = -2.1; PLCg1 inh = -1; NR1D1 modulator = -1; MBD2 DNA inh = 3; PLCb3 inh = -4; ssDAF12 agonist = -1.7; DAX1 inh-2 = 0.1
C[C@@H]1ON(C)[C@H]2C[C@H]3c4[nH]c5c(-c6ccccc6)cccc5c4CCN3C(=O)[C@@H]12 is listed as hgDAF12 agonist = 0.9; DAX1 inh-1 = .; SMARCA2 activ = 2; ADAM17 inh = -159; hcDAF12 agonist = -0.6; PLCg1 inh = -259; NR1D1 modulator = 4; MBD2 DNA inh = -1; PLCb3 inh = -329; ssDAF12 agonist = -1.3; DAX1 inh-2 = -0.1
CCn1cc(/C=C(\NC(=O)c2ccc(C)cc2)C(=O)NCCN2CCOCC2)c2ccccc21 is listed as hgDAF12 agonist = 4.4; DAX1 inh-1 = 0.1; SMARCA2 activ = -3; ADAM17 inh = 1; hcDAF12 agonist = 1.3; PLCg1 inh = -2; NR1D1 modulator = 3; MBD2 DNA inh = -11; PLCb3 inh = -15; ssDAF12 agonist = -0.7; DAX1 inh-2 = 0.1

Following part.
canonical_smiles	hgDAF12 agonist	DAX1 inh-1	SMARCA2 activ	ADAM17 inh	hcDAF12 agonist	PLCg1 inh	NR1D1 modulator	MBD2 DNA inh	PLCb3 inh	ssDAF12 agonist	DAX1 inh-2
O=C(O)COc1ccc(/C=C/c2ccc3cccc([N+](=O)[O-])c3n2)cc1	-1.7	-1.1	-1	1	3.3	0	5	7	-3	-0.9	0.1
Cc1ccc(SCC(=O)Nc2ccc(N3CCOCC3)cc2)c(C)c1	1.1	-1.1	3	-1	0.5	4	3	0	-7	-0.9	-2.4
Cn1cc([N+](=O)[O-])c(C(=O)N(Cc2ccccc2)Cc2ccccc2)n1	-1.8	0.7	-1	-5	-1.6	4	-6	4	0	-0.9	-0.6
CCOC(=O)c1c(C)[nH]c(C(=O)COC(=O)CSC)c1C	0.8	-0.5	1	-1	-1.5	1	-11	-1	4	-0.7	0.1
CNC(=O)c1cc(S(=O)(=O)N(C)C)ccc1Cl	1.6	0.3	2	3	-0.2	6	4	-2	2	-1.5	0.3
Fc1ccc(-c2nc3ccc(Br)cn3c2Cc2ccsc2)cc1	9.3	.	1	3	4.3	-5	-8	-7	-9	-0.7	2.1
